Screening data deposited in PubChem BioAssay by Johns Hopkins Ion Channel Center.
KCNQ2 block: KCNQ2 potassium channel inhibitors, primary screen, cell-based, CHO-K1, FluxOR thallium flux, B-score (AID 2156); 20 min; stronger effect = lower value; B-score at 10 µM; 1.1% of 310,000 active;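 active = fluorescence ratio B-score at most minus 3 library SDs, with starting brightness B-score within 2 library SDs, cut at about -5.5 in these data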
Kir21 block: inhibitors of mouse Kir2.1 inward-rectifier potassium channel. B-score at 10 µM. HEK293-Kir2.1, FluxOR thallium flux fluorescence; stronger effect = lower value. AID 1672, 2009. 0.85% of 310,000 active. Inward rectifier potassium channel 2 (Mus musculus), P35561;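 active = fluorescence ratio B-score at or below minus 3 SD of library scores, with starting-brightness B-score within 2 SD, cut at about -4.2 in these data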;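 also: channel flux triggered by added potassium and thallium sulfate stimulus; B-score of peak minus minimum fluorescence over baseline after thallium stimulus; more negative B-score means stronger Kir2.1 block with less thallium influx; some compounds called inactive have numbers as strong as hits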
Target sequence (P35561 whole entry, looked up): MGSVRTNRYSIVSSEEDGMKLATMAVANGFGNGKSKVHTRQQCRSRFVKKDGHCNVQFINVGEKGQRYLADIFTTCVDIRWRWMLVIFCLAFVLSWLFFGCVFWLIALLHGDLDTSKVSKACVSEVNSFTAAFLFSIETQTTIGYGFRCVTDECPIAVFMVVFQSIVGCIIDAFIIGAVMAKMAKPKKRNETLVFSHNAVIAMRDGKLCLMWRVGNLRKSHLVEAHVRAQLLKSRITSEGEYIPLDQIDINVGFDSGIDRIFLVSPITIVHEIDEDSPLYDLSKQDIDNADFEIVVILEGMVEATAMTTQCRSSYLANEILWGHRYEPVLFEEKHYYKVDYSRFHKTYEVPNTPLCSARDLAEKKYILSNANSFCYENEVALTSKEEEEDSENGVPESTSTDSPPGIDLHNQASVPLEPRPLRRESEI
Numbers without * were called inactive; i = inactive. An unsorted share of the library; overall some 1.8% were active at least once.

SMILES | KCNQ2 block | Kir21 block
CCN(C(=O)COC(=O)COc1ccc2c(C)cc(=O)oc2c1)C1CCS(=O)(=O)C1 (stereo unspecified) | i | 3.3
CCOC(=O)C1CN(c2cc3c(cc2F)c(=O)c(C(=O)O)cn3CC)OC1C(=O)OCC (stereo unspecified) | i | -0.05
Cc1ccc2c(c1)C1CN(C)CCC1N2Sc1ccccc1[N+](=O)[O-] (stereo unspecified) | i | -0.52
Cc1ccc(-c2csc3ncn(/N=C/N(C)C)c(=O)c23)o1 | i | -0.5
O=C(N/N=C/c1cccc(OC(=O)c2ccc3c(c2)OCO3)c1)c1cncc(Br)c1 | i | 0.21
Cc1cc(N/N=C/c2ccco2)c2ccccc2n1 | i | -2.1
CCN1CCCC(OC(=O)c2cc(-c3ccccc3Cl)nc3ccccc23)C1 (stereo unspecified) | i | -3.7
COc1ccc(CC(=O)NCC(=O)N/N=C/c2cc(Br)ccc2OC)cc1 | i | -0.68
CC(=O)Nc1ccc(Oc2ccc(NC(C)=O)c(NC(C)=O)c2)cc1 | i | 0.64
COc1ccccc1NS(=O)(=O)c1ccc(NC(=O)c2nc3ncccn3n2)cc1 | i | -0.11
O=c1oc2cc([N+](=O)[O-])ccc2nc1/C=C(O)/C=C/c1ccccc1 | i | 0.85
COc1ccc(C(=S)N2CCOCC2)cc1OC(=O)c1cc([N+](=O)[O-])c(C)c([N+](=O)[O-])c1 | i | 0.07
Cc1cc([N+](=O)[O-])nn1CC(=O)N1CCc2ccccc2C1 | i | 0.09
O=C1C2CC=CCC2C(=O)N1c1ccc(NCCc2ccc(O)cc2)c([N+](=O)[O-])c1 (stereo unspecified) | i | 1.6
COc1ccccc1C(=O)NCCn1cc(SCC(=O)NCC2CCCO2)c2ccccc21 (stereo unspecified) | i | -0.54
CCS(=O)(=O)c1ccc(-c2cccc(NC(=O)c3ccc(Br)o3)c2)nn1 | i | -1.1
O=C(N/N=C/C=C/c1ccccc1[N+](=O)[O-])c1cc(-c2ccccc2)n[nH]1 | i | -1.2
CN(C)CC/C=C1\c2ccccc2COc2ccccc21 | i | -0.01
O=C(COC(=O)CNC(=O)c1ccccc1)NCCc1ccccc1 | i | 0.11
COc1ccc(C(=O)Nc2nc3ccccc3[nH]2)cc1S(=O)(=O)N1CCOCC1 | i | -0.01
COc1c(C)cccc1C(=O)Nc1cc(-c2nn3c(C)nnc3s2)ccc1C | i | 0.98
O=c1ccn(-c2cccc(C(F)(F)F)c2)nc1-c1ccn(-c2ccccc2)n1 | i | 0.9
CCc1cccc(C)c1NC(=O)Nc1c(Br)cnn1C | i | 1.9
Cc1ccc(CNC(=O)[C@@H](NC(=O)Cc2ccccc2)C(C)C)cc1 | i | -0.07
O=C(NC1CCCCC1)C(c1cccnc1)N(C(=O)CCl)c1ccccc1Cl (stereo unspecified) | i | -0.81

The listing continues:
SMILES | KCNQ2 block | Kir21 block
COCCCNC(=S)N1CCN(Cc2ccc3c(c2)OCO3)CC1 | i | 2.4
Cc1ccc(S(=O)(=O)NCc2csc(C)n2)cc1 | i | -2.5
c1ccc2c(c1)CSc1sccc1C2=C1CCNCC1 | i | -3.4
Cc1ccc(-n2nnnc2SCC(=O)NC2CCCc3ccccc32)c(C)c1 (stereo unspecified) | -6.5* | 0.22
COC(=O)c1cnn(-c2ccccc2)c1-n1cccc1C=O | i | -1
Nc1nn(-c2ccccc2)c2ccc([N+](=O)[O-])cc12 | i | 2.1
COC(=O)C1=C(C)N(Cc2ccccc2)C(=O)N[C@H]1c1cccs1 | i | -1.7
Cc1nn(C)c(Oc2cccc(Cl)c2)c1C(=O)Nc1ccc(F)cc1F | i | -0.14
FC(F)(F)c1ccc2c(c1)N1CCCC1CN2 (stereo unspecified) | i | -0.66
COc1ccccc1OCC#CCn1ccnc1 | i | 1.4
O=C(CSc1nc(=O)n2ccccc2n1)NCc1ccc2c(c1)OCO2 | i | -0.38
Cc1noc(C)c1CSCC(=O)OCC(=O)Nc1sccc1C#N | i | 0.65
O=C(Nc1c2c(nn1-c1ccc(F)cc1)CSC2)c1ccc(S(=O)(=O)N2CCOCC2)cc1 | i | -2.2
Fc1ccc(-c2c[nH]c(=S)n2Cc2ccccc2)cc1 | i | 0.84
Cc1ccc(-c2nc(N)sc2-c2ccc(C)cc2)cc1 | i | -0.11
O=C(NCC1CCCO1)c1ccc(CS(=O)(=O)Cc2ccc(F)cc2)o1 (stereo unspecified) | i | 0.82
O=C(c1ccco1)N1CCN(S(=O)(=O)c2ccc([N+](=O)[O-])cc2)CC1 | i | 0.04
C[C@H](NC(=O)c1nc[nH]c1C(=O)N1CCc2ccccc2C1)C(=O)OC(C)(C)C | i | 1.4
COc1ccc(Cc2nnc(SCC(=O)Nc3ccc(C)c(C)c3)o2)cc1OC | i | -1.1
COc1cccc(-c2cc(N3C(=O)Nc4ccccc4N3O)n[nH]2)c1 | i | -0.39
CC(C)(C)NC(=O)NC(=O)CSc1cccc(C(F)(F)F)c1 | i | -0.89
COc1ccc2cc(S(=O)(=O)NCc3cccnc3)ccc2c1 | i | -0.22
CCN1/C(=C2\C(=O)N(C)C(=S)N2C)C=Cc2ccccc21 | i | 1.6
CC(CCc1ccccc1)NC(=O)COC(=O)c1cccc2ccccc12 (stereo unspecified) | i | 0.34
O=C(NCc1ccccc1)c1ccc2ccccc2n1 | i | -0.54

Other entries:
SMILES | KCNQ2 block | Kir21 block
COc1ccccc1NC(=O)OCC#CCOC(=O)Nc1ccccc1OC | i | 0.33
COc1cc(CNc2nnnn2C)ccc1OCc1c(F)cccc1Cl | i | -1.4
COc1cc2oc(-c3ccc(O)cc3)cc(=O)c2c(O)c1OC | i | -0.22
CCCSc1ccc([C@H]2N[C@@](Cc3ccccc3)(C(=O)OC)[C@H]3C(=O)N(CC)C(=O)[C@@H]23)cc1 | i | -0.22
CN(C)CCCCCNCCCNC(=O)/C=N\O | i | -0.54
O=C(N/N=C/c1sc(=O)n(-c2ccccc2)c1Cl)c1ccccc1 | i | 0.67
O=C(Cn1c2ccc(F)cc2c2nc3n(c(=O)c21)CCS3)Nc1ccc(Cl)cc1F | i | 2.7
O=C(CCOc1ccccc1)N1CCN(c2ccc(O)cc2)CC1 | i | -0.04
Cc1ccc(C(=O)N=c2sccn2C)o1 | i | 0.39
CNC(=S)N1N=C(c2cccs2)CC1c1ccc(OC)cc1 (stereo unspecified) | i | 0.69
CN(C)CCCOc1ccc(Cl)cc1Br | i | -3.1
Cc1cccc(C)c1NC(=O)c1cccc(C(=O)Nc2c(C)cccc2C)n1 | i | -0.46
CCc1c(C)nc2ncnn2c1N1CCCC(C(=O)NCc2ccco2)C1 (stereo unspecified) | i | 1.3
Cc1cc(N)n2nc(C)c(-c3ccc(Cl)cc3)c2n1 | i | 0.59
COc1ccc(N(C)S(=O)(=O)c2cccc(C(=O)NC3CCCC(C)C3C)c2)cc1 (stereo unspecified) | -7.3* | -0.19
CC(=O)Nc1ccc(SCCCC(=O)c2ccccc2)cc1 | i | 0.2
CC(=O)c1c(C)[nH]c(C(=O)OCC(=O)N2CC(=O)Nc3ccccc32)c1C | i | 0.15
COC(=O)c1cc2ccccc2c(-c2c(O)ccc3ccccc23)c1O | i | -1.2
COc1ccc(/C=N/OCC(=O)N=Nc2c(O)[nH]c3ccc(Br)cc23)cc1OC | i | -0.26
COC(=O)c1ccccc1NC(=S)NC(=O)CC(C)C | i | -0.93
CN(C)S(=O)(=O)c1ccc(S(=O)(=O)N(Cc2ccco2)Cc2ccccc2Cl)cc1 | i | 0.59
O=C(CNCc1ccccc1)Nc1cccc(Cl)c1Cl | -6* | 0.27
CC(C)(C)C(=O)NC1CC2CCCC(C1)N2C(=O)Nc1cccc(Cl)c1 (stereo unspecified) | i | 0.75
N#Cc1ccc(Oc2ccc(C(N)=O)cc2)cc1C#N | i | -0.09
Cc1ccc(-c2nc(-c3ccncc3)no2)cc1 | i | 0.11

Following part:
SMILES | KCNQ2 block | Kir21 block
COc1ccccc1NC(=O)CSc1nnc(-c2ccoc2C)n1CCc1ccccc1 | -8.2* | -2.9
Cc1cc(Cl)c2oc(C(=O)N3CCC(O)(c4ccccc4)CC3)c(C)c2c1 | i | 1.6
COc1ccc(NC(=O)Nc2ccc3nccnc3c2)cc1 | i | 0.53
COc1ccc(CC(NC(C)=O)C(=O)NC2CCN(C(=O)Nc3ccccc3Cl)CC2)cc1OC (stereo unspecified) | i | -0.19
CC(C)CCNC(=O)CO/N=C/c1ccccc1OC(F)F | i | -1.6
O=[N+]([O-])c1cccnc1Oc1ccccc1F | i | 2.1
Cc1sc2ncnc(OCC(=O)NCc3cccs3)c2c1C | i | -0.06
Cc1cc(=O)oc2c3c(ccc12)OC/C3=N/N | i | -0.58
COc1ccc(CCC(C)NCc2cccc(Br)c2)cc1 (stereo unspecified) | i | -11*
COc1ccc(OC)c(-c2nn(-c3ccccc3)cc2C(=O)NCC(c2cccs2)N2CCOCC2)c1 (stereo unspecified) | i | 0.1
O=C(CN1C(=O)/C(=C/c2cccc(Br)c2)SC1=S)NC1=NCCS1 | i | 1.9
CCOc1ccc(N(CC(=O)NCc2ccccc2)S(=O)(=O)c2c(C)noc2C)cc1 | i | -0.7
COc1ccc(CN(C)C(=O)c2ccc(Oc3ccccc3)cc2)cc1F | i | 0.98
CCOc1ccc(S(=O)(=O)Nc2cc(OC)ccc2OC)cc1 | i | 0.1
Cc1c(Cl)cccc1NC(=O)Cn1cc(C(F)(F)F)cc(Cl)c1=O | i | 0.89
CCCCn1c(-c2ccsc2)nc2c1c(=O)[nH]c(=O)n2CCC | i | -0.08
CCOC(=O)N1CCN(c2cc(=O)n(-c3cccc(C)c3)c(=O)[nH]2)CC1 | i | 0.35
CCOC(=O)c1c[nH]c2c(Cl)c(Cl)ccc2c1=O | i | 0.4
CN(CCOc1ccc(Cl)cc1)C(=O)C1CCN(C(=O)c2ccc(F)cc2)CC1 | i | -0.86
Cc1ccc(-c2noc(CN(C(=O)CCN3C(=O)c4ccccc4C3=O)C(C)C)n2)cc1 | -5.7* | 0.65
COc1ccc(C2C(C(=O)Nc3ccc4c(c3)OCCO4)c3ccccc3C(=O)N2C)cc1 (stereo unspecified) | i | 2.4
O=C(O)CCC(=O)N1CCN(c2nc(-c3ccccc3)c3ccccc3n2)CC1 | i | -0.08
COc1cc(/C=N/NC(=O)C[n+]2ccccc2)cc(OC)c1OC | i | 0.58
CCC(=O)Nc1c2c(nc3c1CCC3)CCCC2 | i | -0.73
O=C(NCCCN1CCOCC1)c1cc(S(=O)(=O)N2CCN(c3ccccc3)CC2)ccc1Cl | i | 0.92

Looked up above.
Result of `Cc1cc(=O)oc2c3c(ccc12)OC/C3=N/N` under Kir21 block: -0.58
Result of `COc1ccc(NC(=O)Nc2ccc3nccnc3c2)cc1` under Kir21 block: 0.53

Continuation.
SMILES | KCNQ2 block | Kir21 block
Cc1c(Cl)cccc1Nc1nc(N)nc(CSc2ncccn2)n1 | i | -0.07
CC(OC(=O)Cc1ccc(F)cc1)C(=O)NCc1ccc2c(c1)OCO2 (stereo unspecified) | i | 0.84
Nc1c(C(=O)NCc2cccnc2)sc(=S)n1-c1ccccc1 | i | 0.74
COc1ccccc1N(CC(=O)NC1CCCC1)C(=O)CCC(=O)Nc1ccccn1 | i | 1.5
c1ccc(CCCN2CCN(c3ccccn3)CC2)cc1 | i | 2.1
CCOC(=O)c1cnc2scnn2c1=O | i | 0.1
COc1ccc(O)c(/C=N/NC(=S)Nc2cccc(S(=O)(=O)N(C)C)c2)c1 | i | -0.01
CCN1CCN(C(=O)c2ccc(CS(=O)Cc3ccc(C)cc3)o2)CC1 (stereo unspecified) | i | 0.19
O=C(c1sccc1-c1ccccc1)N1CCN(S(=O)(=O)c2ccccc2)CC1 | i | -2.1
O=C(c1ccc(Nc2cccc(C(F)(F)F)c2)nc1)N1CCCC1 | i | 1.1
CN(C)c1nc(N)nc(CSc2ccccn2)n1 | i | -0.42
CCc1nn(CC(=O)NCCCN2CCOCC2)c(=O)c2cc3cc(F)ccc3n12 | i | 0.3
CCOc1ccc(Oc2nc(N(CC)CC)nc(N3CCOCC3)n2)nn1 | i | 0.38
COCCNC(=O)CCCN1C(=O)c2ccccc2Sc2ncccc21 | i | -0.45
Cc1ccc(NC(=O)Cc2cn(C)c3ccccc23)cc1F | i | -1.1
COc1ccc(C2C3C(C)=NN=C3CC(C)(O)C2C(C)=O)cc1 (stereo unspecified) | i | -0.05
Cc1ccc(S(=O)(=O)Nc2nc3c(s2)C(=O)CC(C)(C)C3)cc1 | i | 1.6

A different layout for part of the listing above:
Compound,KCNQ2 block,Kir21 block
O=C(NCCCN1CCOCC1)c1cc(S(=O)(=O)N2CCN(c3ccccc3)CC2)ccc1Cl,i,0.92
Cc1c(Cl)cccc1Nc1nc(N)nc(CSc2ncccn2)n1,i,-0.07
CC(OC(=O)Cc1ccc(F)cc1)C(=O)NCc1ccc2c(c1)OCO2 (stereo unspecified),i,0.84
Nc1c(C(=O)NCc2cccnc2)sc(=S)n1-c1ccccc1,i,0.74
COc1ccccc1N(CC(=O)NC1CCCC1)C(=O)CCC(=O)Nc1ccccn1,i,1.5
c1ccc(CCCN2CCN(c3ccccn3)CC2)cc1,i,2.1
CCOC(=O)c1cnc2scnn2c1=O,i,0.1
COc1ccc(O)c(/C=N/NC(=S)Nc2cccc(S(=O)(=O)N(C)C)c2)c1,i,-0.01
CCN1CCN(C(=O)c2ccc(CS(=O)Cc3ccc(C)cc3)o2)CC1 (stereo unspecified),i,0.19
O=C(c1sccc1-c1ccccc1)N1CCN(S(=O)(=O)c2ccccc2)CC1,i,-2.1
O=C(c1ccc(Nc2cccc(C(F)(F)F)c2)nc1)N1CCCC1,i,1.1
CN(C)c1nc(N)nc(CSc2ccccn2)n1,i,-0.42
CCc1nn(CC(=O)NCCCN2CCOCC2)c(=O)c2cc3cc(F)ccc3n12,i,0.3
CCOc1ccc(Oc2nc(N(CC)CC)nc(N3CCOCC3)n2)nn1,i,0.38
COCCNC(=O)CCCN1C(=O)c2ccccc2Sc2ncccc21,i,-0.45
